From PubChem BioAssay
AID1053144: TCF/LEF reporter activation in neural progenitors – cell-based, iPS-derived NPC, luciferase, Wnt3a, cherry-pick, dose response (AID 1053144) | NPC TCF/LEF luciferase reporter, Wnt3a EC25, 24 h | AC30 in µM for hits, for the others activation, % at the top dose, mostly 26 µM | 3,400 tested, 4.8% active;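 active = fitted curve reaches 30% activation at a concentration no higher than the top valid tested dose, luminescence rising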;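 note: wnt3a stimulus is conditioned medium from Wnt3a-transfected mouse L cells at 5% in well; 0% = neutral control wells and 100% = CHIR-99021 positive control wells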
* marks the source's active call; other numbers are inactive results; [ ] = remark or other dose. These rows are one share of the data. The share of hits here may be higher or lower than overall.

canonical_smiles | AID1053144
COc1cc(OC)cc(C(=O)NCC(=O)Nc2ccc(C)c(Cl)c2)c1 | 7%
OCc1cn(-c2ccccc2)nc1-c1cc2ccccc2o1 | 9%
CC(=O)Nc1nc(-c2ccc(-c3ccccc3)cc2)cs1 | 9%
O=C(CN1C(=O)NC2(CCCCC2)C1=O)Nc1ccc2c(c1)OCCCO2 | 5%
CC1CCc2sc(C(=O)NC3CCCCC3)cc2C1 (stereo unspecified) | 10%
CCOc1ccc2oc(C(=O)Nc3nccs3)c(C)c2c1 | -1%
O=C(/C=C/c1ccco1)Nc1ccccc1C(=O)O | 13%
CCC(=O)Nc1ccc(OCc2nc3ccccc3s2)cc1 | 3%
Fc1ccc(Oc2ccnc(Cl)n2)c(Cl)c1 | 0%
Cc1ccc2cc(/C=C/C(=O)c3ccco3)c(Cl)nc2c1 | 17µM*
CCc1ccc(C(=O)CCC(=O)Nc2ccc(OC)c(S(=O)(=O)N3CCCCC3)c2)cc1 | 6%
COc1ccc(-c2cc(-c3ccc(C)cc3)n[nH]2)c(O)c1 | 4%
Nc1nc2c(-c3ccc(Br)cc3)nnn2c2ccccc12 | 11%
O=C(CSCc1ccccc1Cl)Nc1ccc2c(c1)OCCO2 | 8%
Cc1ccc(O)c(-c2cc(C(=O)Nc3cccnc3)[nH]n2)c1 | 12%

Continued.
canonical_smiles | AID1053144
Cc1nn(-c2ccc([N+](=O)[O-])cc2)c(N)c1-c1ccccc1 | 7%
O=C(NN/C(=N/S(=O)(=O)c1ccc(Cl)cc1)c1ccccc1)c1cccc(Cl)c1 | 9%
Cc1ccn(-c2cccc(-n3ccc(C)n3)n2)n1 | 18%
Cn1nnc2cc(C(=O)Nc3ccc4ccccc4c3)ccc21 | 16%
Cc1ccc(OC(=O)c2c(C)nn(-c3ccccc3)c2C)cc1 | 12%
O=C(CC(=O)c1ccccn1)c1ccccc1 | -1%
Cc1cccnc1NC(=O)c1cc2ccccc2oc1=O | 8%
COC(=O)c1ccc(COc2ccc(C)cc2[N+](=O)[O-])o1 | 14%
Cc1cc(C)n(-c2cc(C(C)(C)C)nc3c(-c4ccccc4)cnn23)n1 | -2%
Cc1ccn2c(C(=O)c3ccc(Cl)cc3)cnc2c1 | 11%
Cc1nn2c(=O)cc(COC(=O)c3c(F)cccc3Cl)nc2s1 | 18%
O=C(O)CC1=C(Nc2ccccc2)C(=O)N(c2ccccc2)C1c1ccc(Br)cc1 (stereo unspecified) | 2%
COc1ccccc1-c1nnc(NC(=O)CSc2nncn2C)s1 | 9%
COc1ccc(N(CC(=O)NC2CC3CCC2C3)S(=O)(=O)c2ccc(C)cc2)cc1Cl (stereo unspecified) | -1%
CC1CCN(C(=O)CSc2nc3ccccc3s2)CC1 | 7%

The list continues.
canonical_smiles | AID1053144
COCc1cc(=O)[nH]c2cc(NC(=O)C3CC3)c(C)cc12 | 0%
O=C(NCCc1ccccc1)c1n[nH]c2ccccc12 | 21%
Cn1c(=O)cc(OCCCC(=O)Nc2ccc3c(c2)OCCO3)c2ccccc21 | 3%
CC1CCc2nc3sc4c(c3c(N)c2C1)CCCC4 (stereo unspecified) | 23%[12 µM]
CCc1cc2c(=O)[nH]c(-c3ccccn3)nc2s1 | 10µM*
Cc1ccc2cc(C#N)c(SCC(=O)N3CCCC3)nc2c1 | 9%
COc1cccc(OCc2cc(C(=O)N3CCN(C(=O)c4ccco4)CC3)no2)c1 | 8%
CC(=O)CC1(O)C(=O)N(Cc2ccccc2)c2ccccc21 (stereo unspecified) | 4%
CC(C)(C)N=Cc1cc(-c2ccccc2)sc1O | 8%
c1ccc(CSc2nnc(NC3CCCCC3)s2)cc1 | 17%
COc1ccc(N=Cc2sc(O)c3ccccc23)cc1 | 7%
O=C1c2ccccc2NC(c2ccc(-c3cccc(F)c3)o2)N1O (stereo unspecified) | -2%
Nc1ccc2nc(-c3ccccc3)cnc2c1 | 8.3µM*
CC(=O)Oc1ccc(/C=C2/Oc3ccccc3C2=O)cc1 | 16%
CCOC(=O)/C=C1\SCC(=O)N1CC(=O)Nc1ccc2c(c1)CCC2 | 2%

Going on with the list:
canonical_smiles | AID1053144
O=C(Nc1ccc2nc(-c3ccccc3)[nH]c2c1)c1ccco1 | 17µM*
COC(=O)c1c(-c2ccc(S(C)(=O)=O)cc2)sc2ccc(OC)cc12 | 16%
CCOC(=O)c1cnc(SCc2cccc(C)c2)nc1N | 3%
O=C(/C=C/c1cccs1)Nc1ccc([N+](=O)[O-])cc1 | 19%
Nc1ccc(-c2nc3ccc([N+](=O)[O-])cc3[nH]2)cc1 | 18%
Cc1cc(OC(C)C(N)=O)nc(-c2ccccc2)n1 (stereo unspecified) | 9%
O=C(COc1ccc([N+](=O)[O-])cc1Cl)N1CCc2ccccc21 | 6%
C/C(Cc1ccccc1)=N\NC(=O)CNC(=O)c1cccc(Cl)c1 | 3%
Cc1onc(C(=O)Nc2sc3c(c2C#N)CCCC3)c1[N+](=O)[O-] | 3%
CC1Cc2ccccc2N1C(=O)CSc1ncc(-c2ccc(F)cc2)n1C (stereo unspecified) | 4%
CC(=O)Oc1ccc(-c2csc(Nc3ccccn3)n2)cc1 | 7%
CSCc1ccc(C(=O)Nc2cccc(C)c2C)cc1 | 11%
COc1ccc(N2CCN(c3ccc(NC(=O)/C=C\C(=O)O)cc3)CC2)cc1 | 0%
C/C(=N\OC(=O)c1ccc(F)cc1)c1sc(-c2ccc(Cl)cc2)nc1C | 13%
c1csc(-c2cnc3ccccc3n2)c1 | 15%

The results go on.
canonical_smiles | AID1053144
COc1ccc2nc(SCC(=O)C(C)(C)C)[nH]c2c1 | 9%
O=C(CN1CCOCC1)Nc1ccc(C2CCCCC2)cc1 | 4%
COc1ccccc1-c1cc(C(=O)N2CCCC2)no1 | 17%
CCc1nc(C)cn1S(=O)(=O)c1ccc(Br)cc1 | 3%
CCc1nnc(NS(=O)(=O)c2ccc(N)cc2)s1 | -2%
COC(=O)CCN(C(=O)c1ccc(Cl)c([N+](=O)[O-])c1)c1ccccn1 | 0%
Cc1ccc(C(=O)Nc2ccc3c(c2)nc2n3CCSC2)cc1 | 8%
Cc1ccc(SCCSc2nc(C)cc(=O)[nH]2)cc1 | 9%
CN(Cc1nc(-c2ccccc2)no1)C1CCOCC1 | 3%
Cc1nn(-c2ccccc2)c(Cl)c1/C=N/NC(=O)OC(C)(C)C | 11%
COc1ccc(Cn2cc(CN3CCc4onc(-c5ccc(Br)cc5)c4C3=O)nn2)cc1 | -1%
O=C(/C=C/c1ccco1)Nc1scc(-c2ccccc2)c1C(=O)O | 10%
O=C(c1cnsn1)N1CCC(CO)(Cc2cccc(F)c2)CC1 | 13%
O=C(COC(=O)c1cccc(NC(=O)c2ccco2)c1)c1ccc(Br)cc1 | 9%
Cc1ccc(-c2cc3nc(-c4ccccc4)cc(N)n3n2)cc1 | 1%

Next part:
canonical_smiles | AID1053144
COc1cc(C(=O)Nc2ccc(N(C)C)cc2)c([N+](=O)[O-])cc1OC | 13%
Cc1ccc(-n2nc3ccc(NC(=O)/C=C/c4ccco4)cc3n2)cc1 | 8%
COc1ccc(-c2[nH]ncc2CNC(C)c2ccccc2Cl)cc1F (stereo unspecified) | 1%
Cc1ccc2nc(Cc3ccc(N)cc3)[nH]c2c1 | 9%
Cc1cccc(/C(N)=N/OC(=O)c2cccs2)c1 | 17%
CC(C)(C)c1ccc(OCc2ccc(C(=O)NCc3cccnc3)o2)cc1 | 5%
C=CCn1c(C)nc2c(sc3nc4c(cc32)COC(C)(C)C4)c1=O | 5%
Cc1ccn2c(CC(C)(C)C)c(-c3ccc(F)cc3)nc2c1 | -3%
O=C(COc1ccc2c(c1)CCC2)N1CCc2ccccc21 | 17%
CCOC(=O)CSc1nc2cc(C)ccc2cc1C#N | 15%
Oc1cccc(Oc2ncc(C(F)(F)F)cc2Cl)c1 | 11%
Cc1cccc(OCC(=O)Nc2nccs2)c1C | 5%
C(=NN=Cc1c[nH]c2ccccc12)c1c[nH]c2ccccc12 | 0%
O=C(CCNC(=O)c1ccc(Br)cc1)Nc1ccc(S(=O)(=O)N2CCOCC2)cc1 | -2%
N/C(=N\O)c1ccc(NC(=O)c2cccs2)cc1 | 14%

Next section
canonical_smiles | AID1053144
COc1ccccc1NNC(=O)c1cc(C(C)(C)C)nn1Cc1ccccc1 | 11%
COC(=O)c1ccc(SCc2ccccc2)nc1 | 5%
Clc1ccc(-c2ccc(SCc3ccccn3)nn2)cc1 | 14%
Cc1cccc(/C(N)=N/OC(=O)c2cccnc2)c1 | 8%
O=C(/C=C\Nc1ccc(Br)cc1)c1cccnc1 | 7%
CN(C)S(=O)(=O)c1ccc(C(=O)NCCOc2ccccc2)cc1 | 12%
COc1ccc(NC(=O)C2=Cc3cccc(OC)c3OC2)cc1 | 6%
C/C(=N\NC(=O)c1cc(C)[nH]n1)c1cccs1 | 1%
Cc1ccc(C(=O)NN=CC(=O)c2ccccc2)c(C)c1 | -4%
CC1CCc2c(C(=O)Nc3ccccn3)csc2C1 (stereo unspecified) | 4.7µM*
Cc1cc(OCC(=O)N(C)C2CCCCC2)ccc1Cl | 7%
c1ccc(-c2nnc(SCCC3OCCCO3)o2)cc1 | 6%
O=C(NCCc1cccs1)C1CC(c2ccc([N+](=O)[O-])cc2)=NO1 (stereo unspecified) | 11%
O=C(Nc1ccc(F)cc1)c1ccc2nsnc2c1 | 9%
CCOc1cccc(C2C(C(=O)c3ccco3)=C(O)C(=O)N2c2nnc(C)s2)c1 (stereo unspecified) | 6%

Next compounds follow:
canonical_smiles | AID1053144
COc1ccc2oc(-c3ccco3)cc(=O)c2c1 | 12%
COc1ccc(NC(=O)c2ccccc2NC(=O)C2CCCCC2C(=O)O)cc1 (stereo unspecified) | 19µM*
COc1ccc2nc(Nc3ccccc3OC)sc2c1 | 9%
O=C(Nc1cccc(-c2ccc(N3CCOCC3)nn2)c1)c1cccc(Cl)c1 | 10%
Cc1ccc2[nH]c(=O)c(CN(CCc3ccccc3)C(c3nnnn3Cc3ccco3)C(C)C)cc2c1 (stereo unspecified) | -4%
S=C(c1ccc(-c2ccc(Br)cc2)o1)N1CCCCC1 | 8%
COc1ccccc1Nc1ncnc2c1cnn2-c1cccc(C)c1 | 7%
O=C(NCCc1cccs1)c1ccc(Cl)c(Cl)c1 | 10%
O=C1CC(c2ccco2)Sc2nc3ccccc3n21 (stereo unspecified) | 14%
COC(=O)c1ccc(/C=N/Nc2nc(C)c(C)s2)cc1 | 8%
CC(C)(C)N1C(=O)c2ccc(C(=O)Nc3ccc(O)cc3)cc2C1=O | 6%
Cc1ccc(N2CCN(C(=O)c3cn(CC4CCCCC4)nn3)C(C)C2)cc1 (stereo unspecified) | 12%
CC(C)c1ccc(CN(C)C(=O)c2ccc(S(=O)(=O)NCc3ccco3)cc2)cc1 | 5%
COc1cc2c(cc1NC(=O)c1cccc(S(=O)(=O)N(C)C)c1)oc1ccccc12 | 8%
CCC(C)NC(=O)c1cc(-c2ccc3c(c2)OCO3)on1 (stereo unspecified) | 14%

Continued (five carried over from the part before).
canonical_smiles | AID1053144
CC(C)(C)N1C(=O)c2ccc(C(=O)Nc3ccc(O)cc3)cc2C1=O | 6%
Cc1ccc(N2CCN(C(=O)c3cn(CC4CCCCC4)nn3)C(C)C2)cc1 (stereo unspecified) | 12%
CC(C)c1ccc(CN(C)C(=O)c2ccc(S(=O)(=O)NCc3ccco3)cc2)cc1 | 5%
COc1cc2c(cc1NC(=O)c1cccc(S(=O)(=O)N(C)C)c1)oc1ccccc12 | 8%
CCC(C)NC(=O)c1cc(-c2ccc3c(c2)OCO3)on1 (stereo unspecified) | 14%
COc1nc(C)ccc1-c1noc(-c2ccco2)n1 | 4%
CN(C)c1ccc(C=Cc2ccnc3ccccc23)cc1N | 6%
S=C(Nc1ccccc1)c1nc2ccccc2s1 | 9%
Cc1ccc(NC(=O)c2nnn(-c3cc(C)cc(C)c3)c2N)cc1 | 10%
CCCc1cc(C(=O)Nc2ccc(Cl)cn2)cs1 | 3%
COc1ccc(NC(=O)CSc2ccccn2)c([N+](=O)[O-])c1 | 11%
Cc1ccccc1/C=N/NC(=O)c1sccc1C | 10%
Cn1c(-c2ccc(F)c(F)c2)cc2onc(-c3ccccc3)c2c1=O | 5%
c1ccc(-c2cn(CC3CCCCC3)nn2)cc1 | 9%
Clc1ccccc1NN=Cc1ccccn1 | 16%
c1ccc2oc(SCc3cn4ccsc4n3)nc2c1 | 11%
CCOc1cccc(/C=C/c2ccc3cccc(O)c3n2)c1OC | 10%
CC(=O)c1ccc(NC(=O)c2cc3ccccc3o2)cc1 | 10%
O=C(Nc1ccc(F)c(Cl)c1)c1cc(-c2ccco2)on1 | 13%
Clc1ccc(CSc2nc3ccncc3[nH]2)cc1 | -1%

Continued.
canonical_smiles | AID1053144
COc1ccc2cc(C(=O)N(C)CC(=O)Nc3ccccc3Br)ccc2c1 | 11%
Cc1ccc(NC(=O)c2cc(-c3cccs3)on2)cc1 | 18%
CCOc1cc(C2NN=C(c3ccc(C)cc3)S2)ccc1O (stereo unspecified) | 12%
Cc1noc(C)c1C(=O)Nc1nc2ccc(F)cc2s1 | 5%
O=C(/C=C/c1ccco1)NCCc1ccccc1 | 5µM*
Cc1nn(-c2nc3ccccc3[nH]2)c(N)c1-c1ccccc1 | 4%
Cc1nn(-c2ccccc2)c(/N=C/c2ccccc2O)c1-c1ccccc1 | 8%
CCc1nc2oc3ccccc3c(=O)c2c(=O)n1-c1ccc(C)cc1 | 11%
Cc1cc(C)c2c(N)c(C(=O)N/N=C/c3cccs3)sc2n1 | 1%
O=C(Nc1ccc2c(c1)OCCO2)c1ccc(Br)o1 | 6%
CCc1ccccc1NC(=O)CSc1nnc([C@@H](NC(=O)OC(C)(C)C)C(C)CC)o1 (stereo partly specified) | 1%
O=C(CCCCC(=O)Nc1ccc(F)cc1F)Nc1ccc(F)cc1F | 3%
CSc1ccc(/C=N/N2CCN(C)CC2)cc1 | 4%
CN(C)c1ccc(/C=N/NC(=O)c2ccco2)cc1 | 0%
C(=NN1CCCCCC1)c1ccc2c(c1)OCO2 | 7%
O=C(NCCO)c1ccc2c3n(nc2c1)-c1ccccc1CO3 | 8%
Cc1noc(C)c1C(=O)OCC(=O)c1cc(C)n(Cc2ccccc2Cl)c1C | 9%
O=C(CCc1ccccc1)Nc1ccc(NC(=O)c2ccco2)nc1 | 5%
